Screening data deposited in PubChem BioAssay by several laboratories.
PABP1 MLLE inh – blocks PAM2 peptide binding to the PABP1 MLLE domain; GST-MLLE / FITC-PAM2 fluorescence polarization; inhibition, % at 20 µM; 360,000 compounds, 0.36% hits; in the data active means inhibition above about 35%, passing the limit was not always enough;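 further: plate controls were DMSO wells with GST-MLLE for no effect and wells lacking GST-MLLE protein for full effect; some results filed as inactive read as strong as hits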
Target sequence (P11940 whole entry, looked up, the tested form may be a part): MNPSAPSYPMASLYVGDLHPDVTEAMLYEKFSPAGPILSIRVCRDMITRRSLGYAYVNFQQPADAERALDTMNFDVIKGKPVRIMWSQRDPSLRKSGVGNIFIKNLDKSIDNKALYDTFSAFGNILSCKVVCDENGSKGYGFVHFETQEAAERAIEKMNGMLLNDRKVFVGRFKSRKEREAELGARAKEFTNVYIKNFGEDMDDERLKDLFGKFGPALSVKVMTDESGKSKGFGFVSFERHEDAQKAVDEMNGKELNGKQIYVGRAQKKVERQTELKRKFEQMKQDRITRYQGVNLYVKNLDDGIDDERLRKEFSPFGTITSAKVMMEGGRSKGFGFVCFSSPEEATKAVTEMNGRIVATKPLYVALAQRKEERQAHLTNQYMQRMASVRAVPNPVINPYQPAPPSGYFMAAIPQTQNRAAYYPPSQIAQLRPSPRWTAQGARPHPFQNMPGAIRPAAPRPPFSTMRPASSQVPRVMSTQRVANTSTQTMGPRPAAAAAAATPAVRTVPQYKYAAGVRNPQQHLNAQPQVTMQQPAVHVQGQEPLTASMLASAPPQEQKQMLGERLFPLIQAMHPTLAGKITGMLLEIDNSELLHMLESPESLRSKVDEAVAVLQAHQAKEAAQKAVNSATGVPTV
CSN deneddyl inh – CSN deneddylation inhibition | Q92905 | Purified CSN, SCF-Nedd8-OG deneddylation, fluorescence polarization | inhibition, % at 12.5 µM | 360,000 compounds, 0.38% hits | AID 651999;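 active means pattern-corrected inhibition above about 35%, with an unprinted fluorescence ratio check between 0.5 and 1.5, limit read from the data, passing the limit was not always enough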;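 further: 0% = enzyme with substrate and 100% = substrate without enzyme; some results filed as inactive read as strong as hits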
Target sequence (Q92905 whole entry, looked up, one chain of several): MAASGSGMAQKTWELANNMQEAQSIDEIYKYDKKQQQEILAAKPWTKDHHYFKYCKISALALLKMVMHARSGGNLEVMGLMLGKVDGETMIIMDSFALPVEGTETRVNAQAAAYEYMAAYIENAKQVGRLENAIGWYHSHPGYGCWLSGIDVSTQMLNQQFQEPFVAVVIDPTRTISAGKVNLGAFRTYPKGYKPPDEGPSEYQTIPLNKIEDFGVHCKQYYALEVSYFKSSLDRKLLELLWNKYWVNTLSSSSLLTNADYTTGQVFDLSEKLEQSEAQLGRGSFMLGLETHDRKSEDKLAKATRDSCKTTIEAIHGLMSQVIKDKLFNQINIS
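Material: purified human Csn5 enzyme expressed in HEK293T cells / Medium: Tris buffer pH 7.5, NaCl, DTT, Tween-20, trehalose, ovalbumin / Compound dosing: 12.5 µM single point / Schedule: 90 min incubation of compound, enzyme and substrate at room temperature / Signal: fluorescence polarization of the substrate / Control set: no-enzyme wells high, enzyme-with-substrate wells low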
Tb MetRS inh – Trypanosoma brucei MetRS inhibition. purified T. brucei MetRS, ATP depletion, Kinase-Glo luminescence. inhibition, % at 11.9 µM. 360,000 compounds, 0.4% hits. AID 624268;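 active means inhibition above a per-plate cutoff of the control wells' mean inhibition plus 3 SD, cut at about 5.5% in these data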;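 further: 0% = DMSO wells median and 100% = median of wells with control inhibitor compound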
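Dosing: 11.9 µM single point; system: parasite MetRS enzyme; technique: luminescence of leftover ATP; times: 15 min enzyme-compound preincubation, 2 h reaction, 10 min detection, 25 °C; replicates: each compound tested once; read-out basis: percent inhibition relative to median high and low control wells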
Neddyl block – cullin neddylation inhibition | AID 651699 | TR-FRET cullin neddylation, biochemical | 360,000 compounds, 0.58% hits | P61081+Q13564 | calls only at 25 µM; in the data active means inhibition above about 36%
FAS TE block – inhibitors of human fatty acid synthase thioesterase domain. P49327. recombinant FAS-TE, OMFH fluorogenic substrate, fluorescence endpoint. inhibition, % at 15 µM. 360,000 compounds, 0.67% hits. AID 602261;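 active means compounds whose normalised, plate-corrected inhibition of enzyme fluorescence in the single-dose primary screen is 50% or more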;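 further: 0% = DMSO with enzyme and 100% = substrate without enzyme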
MsrA act – bovine methionine sulfoxide reductase A activation. purified bovine MsrA, absorbance read-out. activation, % at 10.6 µM. 360,000 compounds, 0.3% hits; in the data active means activation above about 7.5%;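 further: 0% = vehicle and 100% = reference activator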
Rin1 Abl inh – blocks binding of human Rin1 to Abl | TR-FRET Rin1/Abl binding, biochemical | inhibition, % at 7.35 µM | 360,000 compounds, 0.4% hits; in the data active means inhibition above about 5%, passing the limit was not always enough
eLon inh – E. coli protease La inhibition. 360,000 compounds, 0.42% hits. AID 602123. inhibition, % at 7.94 µM. purified E. coli Lon protease, fluorescence polarization; in the data active means inhibition above about 13%, passing the limit was not always enough;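 further: 0% = enzyme with probe and DMSO and 100% = no enzyme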
MsrA inhibitor – inhibits bovine methionine sulfoxide reductase A; purified bovine MsrA, absorbance read-out; inhibition, % at 15.5 µM; 360,000 compounds, 0.75% hits; in the data active means inhibition above about 4.5%;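 further: 0% = vehicle wells with enzyme and 100% = reference inhibitor wells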
Active calls of the source: *; i = inactive; x = no result given. Compounds as they come. Share with any hit: about 4%.

SMILES	PABP1 MLLE inh	CSN deneddyl inh	Tb MetRS inh	Neddyl block	FAS TE block	MsrA act	Rin1 Abl inh	eLon inh	MsrA inhibitor
CCC(C)NC(=O)c1cn(CC)c2cc(N3CCN(C(=O)c4ccco4)CC3)c(F)cc2c1=O (configuration not stated)	14	0	-0.3	x	3	-3	0	0	0.8
Cc1ccc(C2NC(=S)NC3=C2C(=O)CCC3)cc1 (configuration not stated)	-37	-6	-0.6	i	-4	-2	-5	1	0.2
O=[N+]([O-])c1ccc(CS(=O)(=O)N2CCN(c3ccccc3)CC2)cc1	-13	-4	-0.9	i	14	0	0	11	0.9
C=CCn1c(SCCN)nnc1-c1cccc(S(=O)(=O)N2CCOCC2)c1	11	-4	-0.3	i	-10	-2	2	5	0.3
O=C(NCCc1cccs1)C1CC(c2ccccc2[N+](=O)[O-])=NO1 (configuration not stated)	-4	-8	0.2	i	-3	-3	3	2	-1.0
Cc1cccc(NC(=O)NCC(c2cccnc2)N2CCOCC2)c1 (configuration not stated)	1	-2	-0.7	i	-4	-1	0	12	0.7
COc1ccccc1N(CC(=O)NCC(C)C)S(=O)(=O)c1cccs1	-21	-5	-0.9	i	-10	-5	-3	-5	-0.8
CCN(c1cccc(C)c1)S(=O)(=O)c1cc2[nH]c(=O)c(=O)[nH]c2cc1C	-11	-5	-1.6	i	10	-1	-4	-7	0.9
Cc1cc(C)n(-c2ccc(NC(=O)C3CCCCN3C(=O)c3ccoc3)cc2)n1 (configuration not stated)	8	-2	-0.2	i	-4	-4	1	-9	-1.0
CCOC(=O)[C@]12CCCC=C1N(Cc1ccc3c(c1)OCO3)C(=O)[C@H](CC(=O)N1CCOCC1)C2	x	1	-1.7	i	-12	-10	x	-1	0.5
O=C(c1ccc(NS(=O)(=O)c2ccc3[nH]c(=O)[nH]c3c2)cc1)N1CCN(c2ccccc2O)CC1	6	6	-0.3	i	-3	-4	0	7	-0.2
CC(C)CC(=O)Nc1nc(=S)ss1	10	1	0.5	i	-5	-9	-3	7	-1.5
O=[N+]([O-])c1cccc(OCCN2CCC(Cc3ccccc3)CC2)c1	4	-1	-0.5	i	63*	-1	0	-2	-1.1
COCc1c(CCl)cnc(C)c1O	1	3	-0.2	i	-3	0	2	-9	0.3
Cc1[nH]n(-c2ccc(Cl)cc2)c(=O)c1N=Nc1cccnc1	3	1	0.6	i	4	-1	-2	12	1.8
CC(CCc1ccccc1)NC(=O)COC(=O)C12CC3CC(CC(Br)(C3)C1)C2 (configuration not stated)	-2	-4	-0.2	i	-1	-3	-1	10	1.2
CCOC(=O)c1c[nH]c2c(Cl)ccc(Cl)c2c1=O	3	-1	-1.6	i	-7	-15	-6	-5	0.8
CCN(CC)S(=O)(=O)c1ccc(Nc2cc(C)nc3ncnn23)cc1	6	-1	0.1	i	-8	-2	0	8	1.6
O=S(=O)(NC1c2cccc3cccc(c23)C1N1CCNCC1)c1ccccc1 (configuration not stated)	3	2	-1.1	i	-10	-5	-1	-4	1.3
Nc1ccn(C(C=O)CC(C=O)CO)c(=O)n1 (configuration not stated)	-19	5	-0.4	i	-4	-4	3	-2	1.2

Pulled by structure from the list above, 3 records:
SMILES	PABP1 MLLE inh	CSN deneddyl inh	Tb MetRS inh	Neddyl block	FAS TE block	MsrA act	Rin1 Abl inh	eLon inh	MsrA inhibitor
COc1ccccc1N(CC(=O)NCC(C)C)S(=O)(=O)c1cccs1	-21	-5	-0.9	i	-10	-5	-3	-5	-0.8
CCN(CC)S(=O)(=O)c1ccc(Nc2cc(C)nc3ncnn23)cc1	6	-1	0.1	i	-8	-2	0	8	1.6
C=CCn1c(SCCN)nnc1-c1cccc(S(=O)(=O)N2CCOCC2)c1	11	-4	-0.3	i	-10	-2	2	5	0.3

(further entries)
SMILES	PABP1 MLLE inh	CSN deneddyl inh	Tb MetRS inh	Neddyl block	FAS TE block	MsrA act	Rin1 Abl inh	eLon inh	MsrA inhibitor
CC1CCC(CN2C(Nc3ccccc3)=NC[C@@H]2C)CC1 (some centres not stated)	5	2	-0.2	i	-10	1	-3	0	-1.6
COC(=O)Cc1c(O)ccn(Cc2ccc(Cl)c(Cl)c2)c1=O	-5	9	0.1	i	0	-3	0	-4	-0.4
O=C(COc1ccccc1F)NNC(=O)Cn1c(=O)cnc2ccccc21	-7	2	-0.2	i	-5	0	2	-6	0.2
CCN(CC)C(=O)C1=C(C)N(CCCN2CCCC2=O)C(=O)C(CC(=O)NCCc2ccccn2)C1 (configuration not stated)	3	-2	-0.8	i	-14	-6	0	-3	1.1
CCNC(=O)C1(C)CCN(C(=O)c2ccc(OC(F)F)cc2)C1 (configuration not stated)	-1	-6	-0.2	i	-8	-6	2	14	1.1
Cc1ccc(SCCNC(=O)c2ccccc2F)cc1	5	1	0.0	i	1	-1	3	-2	0.1
Cc1ccsc1/C=N/NC(=O)CC(=O)NCC(C)C	-1	-5	-0.7	i	-4	-2	-2	0	1.4
CCCn1cnc2scc(-c3ccc(C)cc3)c2c1=O	14	5	1.9	i	-7	-2	-2	-1	-0.8
CN(C)C(=O)c1cccc(-c2cnc3c(NC=O)cc(-c4ccc(F)cc4)cn23)c1	-33	5	0.0	i	7	2	-4	-25	0.1
Cc1ccccc1CNC(=O)COc1ccccc1	-2	0	0.8	i	-2	-13	3	-3	-0.5
Cc1cccc(C(=O)NC2CC3CCCC(C2)N3C(=O)Nc2ccccc2)c1 (configuration not stated)	-12	0	-0.1	i	-6	0	1	-11	-0.1
Cc1cc(Br)ccc1NC(=O)c1cnc(N2CCN(c3ccccn3)CC2)c2ccccc12	1	3	-0.7	i	20	-4	1	-4	0.4
O=C(NNC(=S)NC(=O)c1ccccc1[N+](=O)[O-])c1ccccc1Cl	9	-6	0.3	i	-8	-1	-2	-1	2.0
Oc1ccc(C[C@@H]2CNCCN2CCc2cccc3ccccc23)cc1	-3	-1	-0.7	i	-6	-9	-1	-2	-1.1
CCOc1ccccc1NC(=O)NCc1ccc(F)cc1	-2	7	-0.6	i	0	-3	-2	6	-0.6
CC(=O)N(C(C)=O)C1=C(C#N)C2(CCCCC2)Cc2ccccc21	8	0	-0.4	i	8	-3	-2	2	-0.1
O=C(NCc1ccccc1)C(c1ccc(C(F)(F)F)cc1)n1c(=O)c(-c2ccco2)nc2ccccc21 (configuration not stated)	x	24	-0.2	i	x	x	x	x	0.0
N#Cc1ccc(OCC(=O)NNC(=O)C2CCCCC2)cc1	-13	-6	-0.3	i	-3	-13	5	0	0.5
Cc1ccc(S(=O)(=O)NN2Cc3ccccc3C2=N)cc1	-6	-2	0.0	i	-3	-4	1	5	0.3
CC[C@]1(C(=O)OC)[C@H]2C(=O)N(C)C(=O)[C@H]2[C@H]2CN(C)C(=NC)N21	1	-4	-1.9	i	-6	-4	-1	-5	-0.5
CCOc1ccccc1CN1CCCC(CNS(=O)(=O)c2ccc(OC)cc2)C1 (configuration not stated)	-13	1	-0.6	i	-2	-1	2	0	0.8
CCCCC[C@@H](C)N1C[C@H](COCc2ccccc2)Oc2cc(N3CCC[C@H]3C(N)=O)ccc2S1(=O)=O	x	3	-1.4	i	1	-2	x	-2	2.0
CC(=N\NC(=O)c1ccccc1)/C(=N/O)C(=O)Nc1ccccc1	-2	0	-0.5	i	-1	-1	-4	-4	0.7
CC(C)(C)/C(COc1ccccc1[N+](=O)[O-])=N/O	-3	0	-0.6	i	-2	-1	1	2	-0.9
COc1ccc(Cl)cc1-c1cc(C(=O)NCc2ccc(F)cc2)[nH]n1	5	-1	-0.4	i	32	-1	-3	-3	-0.6
CC(=O)N1CCC(c2c[nH]c3ccccc23)CC1	10	2	-0.7	i	-6	-4	1	-6	-0.7
CC(/C=C1\SC(=O)N(CC(=O)Nc2ccc(O)cc2)C1=O)=C\c1ccccc1	14	1	-0.1	i	11	-3	1	11	3.1
Cc1ccc(-c2csc(NC(=O)c3c(C)noc3C)n2)cc1C	-6	-1	-0.1	i	13	-1	2	-9	-0.5
Cc1cc2c(cc1S(=O)(=O)N(C)c1ccccc1)n(C)c(=O)n2C	1	1	-0.7	i	-1	-2	3	7	0.3
O=C(Oc1ccccc1)c1ccc2nsnc2c1	-16	1	-0.5	i	5	-15	-1	-3	1.5
CC(C)c1ccccc1NC(=O)COC(=O)COc1ccccc1[N+](=O)[O-]	18	-9	-0.7	i	-3	-2	3	1	1.5
O=C(/C=C\Nc1ccccn1)c1ccc(Cl)cc1	-21	6	-2.0	i	2	-14	3	-1	1.1
O=C(NNC(=S)Nc1ccc(Cl)cc1Cl)c1cccnc1	36	1	-0.2	i	-6	-1	2	-9	1.3
CCOC(=O)C1=CN(CC2CCCO2)C=C(C(=O)OCC)C1c1ccccc1C(F)(F)F (configuration not stated)	6	-3	-0.1	i	14	-1	-3	8	-1.4
CCCCOc1cccc(C2/C(=C(/O)c3ccc4c(c3)CC(C)O4)C(=O)C(=O)N2CCN2CCOCC2)c1 (configuration not stated)	15	0	-0.7	i	-4	-4	-15	-3	1.8
C[C@H](NC(=O)c1nc[nH]c1C(=O)NC1CCN(C(=O)OC(C)(C)C)CC1)C(=O)OCc1ccccc1	2	3	-0.3	i	1	4	1	4	0.8
COc1ccc(/C=N/N=C2/CC(C)(C)Cc3n[nH]c(=O)cc32)cc1	127	-15	-0.4	i	-7	-3	-1	45*	1.3
CC[C@]1(C(=O)OC)[C@H]2C(=O)N(Cc3ccccc3)C(=O)[C@H]2[C@H]2CN=C(SCc3ccc(C#N)cc3)N21	5	1	-0.4	i	4	-1	-2	2	-1.2
CCc1nc(SCC(=O)Nc2cc(C)ccc2OC)c2c(C)c(C)sc2n1	5	3	-0.4	i	23	-2	3	2	1.1
O=C(Nc1cc(Br)ccc1O)c1cc(-c2ccc3c(c2)OCO3)on1	-15	1	-0.1	i	-12	-3	2	-4	-0.1
Cc1cccc(C(=O)NC2CCN(CC(=O)NCc3cccs3)CC2)c1	-10	6	-0.7	i	-8	-5	2	7	-0.9
Cc1ccccc1-n1c(=O)cc(N2CCCCCC2)[nH]c1=O	1	-2	0.3	i	-7	-2	0	-3	-1.1
O=C(COc1ccc2ccc(=O)oc2c1)NC1CCCCC1	-2	-3	-0.1	i	3	-15	6	7	2.0
N#C/C(=C\c1cn(CC(=O)O)c2ccccc12)C(=O)NCc1ccccc1	-40	3	-0.4	i	1	-6	-1	-6	1.0
CN(C(=O)c1cc(-c2cccs2)nn1-c1ccccc1)C1CCS(=O)(=O)C1 (configuration not stated)	6	3	-0.1	i	-7	-3	0	1	-0.6
N#CC1(NC(=O)CSc2nncn2-c2ccccc2F)CCCC1	-14	-3	-0.2	i	-2	-3	3	9	-0.5
CSCCC(NC(=O)c1ccccc1)C(=O)Nc1ccc(C)cc1 (configuration not stated)	6	-3	-0.7	i	2	-2	2	2	1.8
COc1cccc(-n2ccnc2SCC(=O)N2CCc3ccccc32)c1	4	-1	-1.7	i	-2	-9	0	-8	-0.3
O=C(O)CNC(=O)c1ccc(NC(=O)/C(=C/c2ccccc2)NC(=O)c2ccco2)cc1	-2	3	-1.0	i	-7	-5	3	-8	0.4
COc1ccc(C2=NCC(CSc3nnnn3C)S2)cc1 (configuration not stated)	15	5	-0.5	i	-7	-3	1	-6	-0.8
Cc1ccc(C)c(C(=O)COC(=O)c2cc(S(=O)(=O)N3CCOCC3)ccc2F)c1	1	4	-0.2	i	8	-2	-1	-12	1.9

Record cards (already shown). Order of screens: PABP1 MLLE inh, CSN deneddyl inh, Tb MetRS inh, Neddyl block, FAS TE block, MsrA act, Rin1 Abl inh, eLon inh, MsrA inhibitor
`O=C(O)CNC(=O)c1ccc(NC(=O)/C(=C/c2ccccc2)NC(=O)c2ccco2)cc1` is listed as -2, 3, -1.0, i, -7, -5, 3, -8, 0.4
`N#CC1(NC(=O)CSc2nncn2-c2ccccc2F)CCCC1` is listed as -14, -3, -0.2, i, -2, -3, 3, 9, -0.5
